HSP90 refold inh – HSP90 refolding inhibition in rabbit reticulocyte lysate; luciferase refolding luminescence, 3 h; inhibition, % at 5.6 µM; actives 0.91% (n = 290,000); AID 1789;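 active = inhibition above the screen-wide mean plus 3 SD, computed separately per campaign, cut at about 16% in these data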;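 note: 0% = DMSO wells and 100% = 60 µM geldanamycin wells; inhibitors lower the luminescence because luciferase stays unfolded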
GSK3beta inhib – inhibitors of human GSK3beta kinase; actives 0.038% (n = 300,000); GST-GSK3beta kinase, ADP-Glo luminescence, 60 min; hits give low values; AID 2097; P49841; activity score (negative = inhibition), % at 10 µM;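 active = more than half of replicate wells score below -50%, meaning over 50% inhibition versus plate controls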;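 note: 0% = median DMSO wells and -100% = median GW8510 positive control wells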
Target sequence (P49841 whole entry, looked up): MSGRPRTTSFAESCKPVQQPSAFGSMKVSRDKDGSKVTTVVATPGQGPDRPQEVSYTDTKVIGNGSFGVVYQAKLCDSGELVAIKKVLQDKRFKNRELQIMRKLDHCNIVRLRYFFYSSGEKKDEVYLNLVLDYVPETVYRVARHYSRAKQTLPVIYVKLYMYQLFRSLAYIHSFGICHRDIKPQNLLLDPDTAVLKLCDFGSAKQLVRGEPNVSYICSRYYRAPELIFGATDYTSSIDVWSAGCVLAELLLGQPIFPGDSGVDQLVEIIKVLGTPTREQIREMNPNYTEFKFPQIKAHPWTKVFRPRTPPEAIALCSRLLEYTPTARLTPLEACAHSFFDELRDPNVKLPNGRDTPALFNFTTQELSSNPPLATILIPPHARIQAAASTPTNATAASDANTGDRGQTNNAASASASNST
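Assay system: GST-fused GSK3beta enzyme, cell-free / Medium: Tris pH 7.5 buffer with MgCl2, DTT, BSA, heparin / Also added: peptide substrate plus 25 µM ATP (final) / Compound: 10 µM single point / Timing: kinase reaction with compound 60 min at room temperature / Detection: ADP-Glo luminescence / Benchmarks: DMSO neutral wells and GW8510 at 20 µM as positive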
KLF5 inhibitor – suppresses KLF5 promoter-driven expression; actives 0.23% (n = 290,000); DLD-1 KLF5 promoter-luciferase reporter, luminescence; inhibition, % at 5 µM;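 active = inhibition above a per-plate limit of that plate's mean compound inhibition plus 3 SD, cut at about 60% in these data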;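 note: 0% = DMSO wells and 100% = LY294002 at 200 µM; higher means less KLF5 promoter-driven luciferase light; inactives centre near -14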
HIF activator – HIF pathway transcriptional activation; U2OS HRE-luciferase reporter, luminescence; normalized: DMSO 0%, desferrioxamine 100%; actives 0.32% (n = 300,000); AID 1910; activation, % at 7.5 µM (by protocol);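 active = mean activation of at least 10% of the iron chelator positive control signal, with at least half of replicates also reaching 10%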
GSK3A inh – human GSK-3 alpha kinase inhibition | ADP-Glo luminescence, 60 min | actives 0.1% (n = 320,000) | inhibition, % at 10 µM;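 in the data active = inhibition above about 50%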;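 note: GST-tagged GSK-3 alpha with peptide substrate and 25 µM ATP; 0% = DMSO neutral wells and 100% = GW8510 positive control wells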
Target sequence (P49840 whole entry, looked up): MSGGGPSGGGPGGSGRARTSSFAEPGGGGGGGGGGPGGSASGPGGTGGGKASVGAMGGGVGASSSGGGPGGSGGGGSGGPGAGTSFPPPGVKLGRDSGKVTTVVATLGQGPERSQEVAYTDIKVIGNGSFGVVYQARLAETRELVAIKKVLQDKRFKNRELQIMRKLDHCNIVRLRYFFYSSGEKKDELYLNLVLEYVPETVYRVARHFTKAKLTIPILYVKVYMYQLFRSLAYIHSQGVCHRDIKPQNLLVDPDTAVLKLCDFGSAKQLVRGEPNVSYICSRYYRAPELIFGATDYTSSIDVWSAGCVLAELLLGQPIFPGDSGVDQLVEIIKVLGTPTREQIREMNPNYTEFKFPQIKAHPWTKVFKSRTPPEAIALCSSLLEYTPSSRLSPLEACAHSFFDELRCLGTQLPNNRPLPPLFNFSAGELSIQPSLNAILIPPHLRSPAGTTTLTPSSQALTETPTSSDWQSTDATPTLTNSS
AI-2 QS modul – Vibrio harveyi AI-2 quorum sensing modulation. Vibrio harveyi JMH597 AI-2 luminescence/OD600 ratio, 9 h; hits give low values; strain lacks LuxN and CqsS sensors; 0 = neutral-control median. activity change, % at 7.5 µM. actives 0.4% (n = 300,000); in the data active = activity change below about -75%, passing the limit was not always enough;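 note: luminescence divided by OD600 gain over 9 h not by final OD600 alone; inactives centre near 13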
aSyn 5UTR inh – 5' untranslated region of α-synuclein, MLPCN primary screen; AID 1813; alpha-synuclein 5'UTR reporter, inhibitor activity; inhibition, % (tested at 7.5 µM); actives 0.82% (n = 300,000); in the data active = inhibition above about 60%;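 note: H4 neuroglioblastoma cells stably carrying SNCA 5'UTR luciferase fusion; 0% = DMSO wells and 100% = positive control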
HSF1 inh – HSF1 inhibition; NIH3T3-HGL HSE-luciferase, MG132-induced, luminescence 8 h; hits give low values; activity change, negative = inhibition, % at 7.5 µM (by protocol); actives 0.77% (n = 300,000); AID 2098;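 active = more than half of replicate wells show activity change below -50%, luminescence cut by over half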;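 note: luciferase reports HSF-1 transcriptional activity via heat shock element; 0% = median of DMSO wells and -100% = zero luminescence signal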
HSF-1 act – increases HSF-1 driven luciferase reporter signal | NIH3T3-HGL HSF-1 luciferase reporter, MG132, 8 h; 100% = twice DMSO control signal | activation, % at 9 µM | actives 1.7% (n = 300,000);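 active = mean replicate activation of at least 50% with a set share of replicates each reaching 50%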;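 note: 0% = median of the neutral control wells and 100% = twice that signal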
IEC-6 cytotox – kills IEC-6 intestinal cells in KLF5 counter-screen | actives 0.78% (n = 290,000) | inhibition, % at 5 µM | IEC-6 cytotoxicity, luminescence viability; in the data active = inhibition above about 22%;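 note: 0% = plate median of test compound wells and 100% = cytotoxic reference compound wells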
An asterisk follows results filed as active; · = no result given.

Molecule | HSP90 refold inh | GSK3beta inhib | KLF5 inhibitor | HIF activator | GSK3A inh | AI-2 QS modul | aSyn 5UTR inh | HSF1 inh | HSF-1 act | IEC-6 cytotox
CCCC(=O)N1CCN(c2ccc([N+](=O)[O-])cc2Cl)CC1 | -4.0 | 0.1 | 19.7 | -0.1 | -2.0 | 22.0 | 14.1 | -4.0 | 9.4 | -1.5
COC(=O)c1ccc(Nc2nnc(-c3ccc(C)c(S(=O)(=O)NCC4CCCO4)c3)c3ccccc23)cc1 (stereo unspecified) | -1.1 | 0.0 | -24.6 | 0.7 | -3.6 | 24.1 | -1.3 | -0.5 | 21.8 | -0.2
CCc1c(C)sc2nc3c(C(=O)N4CCOCC4)cc(C(=O)c4ccccc4O)cn3c(=O)c12 | 0.7 | -3.7 | 3.2 | 0.0 | -2.3 | 8.5 | 13.9 | -3.3 | -11.4 | -2.2
Cn1cnnc1Sc1ccc(C(=O)OCC(=O)NC2CC2)cc1[N+](=O)[O-] | -1.6 | -0.8 | 3.4 | · | · | 6.2 | · | · | · | 6.3
O=C(NC1CCCC1)C(c1ccc(F)cc1)N(Cc1ccc(F)cc1)C(=O)c1ccn[nH]1 (stereo unspecified) | 1.9 | 0.8 | -19.6 | 1.0 | 0.8 | 13.5 | -22.1 | 1.0 | 4.7 | -2.3
Cc1cc(C)c(S(=O)(=O)c2ccc(Cl)cc2)c(=O)[nH]1 | 1.8 | -0.2 | -23.8 | -0.2 | -1.3 | 8.9 | 0.1 | -10.2 | -0.3 | 5.2
Cc1nnc2c(NCCC(C)C)nc3ccccc3n12 | 1.5 | 0.2 | -34.5 | -1.3 | -0.4 | 9.9 | 20.2 | -32.4 | -48.9 | -1.4
NC(=O)C1CCN(c2nc(-c3ccc(Br)cc3)cs2)CC1 | -1.8 | 1.8 | -167.4 | 1.4 | · | 8.3 | -46.3 | -0.3 | -6.3 | 0.8
N#CCc1c(C#N)c(N)nc(N2CCN(S(=O)(=O)c3ccccc3)CC2)c1C#N | 5.7 | 0.3 | -2.6 | 0.2 | 5.0 | 34.1 | 1.2 | 87.2 | 85.8* | 9.4
Cc1cccc(Nc2nc(-c3cccs3)cs2)n1 | -1.4 | 0.2 | -193.5 | 1.1 | · | 6.2 | -90.5 | 33.9 | 48.4 | 9.3
Cc1sc2nc(C3CC3)nc(N3CCN(S(=O)(=O)c4ccc(F)cc4)CC3)c2c1C | 1.7 | 6.6 | -20.6 | -0.3 | -2.3 | 40.9 | -3.5 | 15.2 | 15.3 | 2.0
COc1ccc(CNc2ncc(-c3ccc(F)cc3)n2C)c2ccccc12 | 9.5 | -5.2 | 0.1 | -3.0 | 0.2 | 14.7 | 65.1* | -14.1 | -17.7 | 4.9
COc1ccc(-n2c(NCCN(C)C)nc3sc4c(c3c2=O)CCCCC4)cc1 | -1.2 | 0.2 | -33.2 | · | -1.7 | 4.8 | · | · | · | 2.2
COc1ccc(C(=O)NCc2n[nH]c(=S)n2-c2ccccc2)cc1OC | 1.4 | -0.1 | -0.9 | -0.4 | 0.1 | 38.0 | 13.3 | -1.0 | 2.5 | 6.9
N#CC(c1ccc(F)cc1)c1ccc(C(=O)c2ccc(F)cc2)cc1 (stereo unspecified) | 2.0 | 1.7 | -16.8 | -0.2 | -0.6 | 19.9 | -9.6 | -7.7 | 4.8 | -0.5
C=CCSc1nc(C)c(CC(=O)OCCCC)c(=O)[nH]1 | 3.5 | 2.4 | 0.0 | -0.4 | -3.7 | 34.8 | 1.0 | 0.2 | -8.1 | -0.4
O=C(CNC(=O)C1CCCCC1)Nc1cc(Cl)ccc1Cl | 2.2 | -1.7 | 4.5 | 0.2 | 2.0 | 10.9 | 26.8 | 0.8 | -16.4 | 3.7
CCOC(=O)C1=C(C(F)(F)F)Nc2ncnn2C1c1cc(OC)ccc1OC (stereo unspecified) | -3.9 | -25.5 | -20.1 | 0.0 | 2.6 | 9.3 | -1.5 | 3.9 | -16.4 | 1.1
O=S(=O)(Nc1nccs1)c1ccc(NCc2cc(Br)cc(Br)c2O)cc1 | 3.1 | 0.6 | -10.2 | -0.4 | -3.8 | -28.4 | 22.7 | 0.1 | -10.0 | 5.3
COc1ccc(OC)c2c(C)cc(N3CCCN(C)CC3)nc12 | -0.2 | -3.4 | -46.0 | -0.2 | · | 5.0 | -14.0 | 3.3 | 16.0 | -0.6
CCn1c(SCC(=O)N2CCN(c3ccc(F)cc3)CC2)nnc1-c1ccncc1 | 0.9 | -3.6 | -18.6 | -0.6 | · | 22.5 | 12.1 | -5.1 | -4.5 | -10.1
O=C(c1ccc2oc(CCCc3ccccc3)nc2c1)N1CCCC(CCCO)C1 (stereo unspecified) | 0.4 | 3.2 | -41.9 | 1.4 | -3.3 | -2.9 | -64.8 | -5.6 | -11.1 | -2.4
O=C(CSc1cccc[n+]1[O-])c1ccc(Cl)s1 | 1.9 | -0.6 | -13.8 | -0.1 | -2.9 | 41.3 | -16.4 | 11.9 | 35.5 | 0.3
O=[N+]([O-])c1ccc2ncnc(N3CCN(Cc4ccc5c(c4)OCO5)CC3)c2c1 | 3.0 | -0.9 | 9.6 | 1.6 | 2.9 | 17.2 | -26.5 | -28.3 | -32.0 | 4.5
CN(CCc1ccccn1)C(=O)CCC1CCCN(C(=O)c2c(F)ccc(F)c2F)C1 (stereo unspecified) | -2.7 | 0.9 | -8.5 | -0.6 | -0.5 | 26.3 | 9.4 | -3.0 | -2.1 | -0.2
COc1ccccc1CNC(=O)CSc1ccc(-c2cccc([N+](=O)[O-])c2)nn1 | 2.1 | 2.3 | -20.9 | -0.2 | -1.4 | 2.3 | 8.3 | -1.7 | -4.0 | 0.8
CCOC(=O)CCNC(=O)N1CCCC(C(=O)c2cccc(Cl)c2)C1 (stereo unspecified) | -2.8 | 0.8 | 4.7 | -0.1 | · | 15.6 | -6.4 | 0.5 | 24.7 | -2.1
Cc1ccsc1/C=N/NC(=O)CC(=O)NCC(C)C | -0.4 | -5.0 | -27.3 | -1.0 | -1.6 | 20.4 | 8.2 | -0.1 | 8.4 | 1.9
O=C(NC1CCCC1)C(c1ccccc1)N(Cc1ccc(F)cc1)C(=O)c1csnn1 (stereo unspecified) | -2.3 | -1.8 | -7.9 | -9.1 | -0.9 | 17.1 | 7.0 | 1.0 | 2.0 | -1.4
Cn1c(CC(=O)Nc2ccccc2C(F)(F)F)c(Sc2ccccc2)c2ccccc21 | 1.8 | 0.7 | -8.1 | -1.1 | -2.2 | 14.1 | 10.6 | 4.3 | 19.2 | -3.3
Cc1cn([C@@H](CCCCN)C(=O)NCCCCCCCCCCC(=O)N2CCNCC2)nn1 | · | -5.1 | · | -1.3 | 2.0 | 4.6 | 3.1 | -5.5 | -5.4 | ·
CC(C)(C)C(=O)CSc1nnc(-c2cccs2)n1CC1CCCO1 (stereo unspecified) | -6.7 | 1.1 | 11.2 | 2.5 | -0.8 | 23.9 | -2.6 | 0.2 | -3.6 | 3.1
COC(=O)c1cc(Br)c(=O)n(CCN2CCCC2)c1 | 4.6 | 0.1 | -14.8 | 0.0 | 1.6 | 25.4 | 5.1 | -11.9 | -24.4 | -2.0
Cc1cc(C)cc(SCc2noc(C(=O)NCC3CC3)c2C(=O)NCC2CC2)c1 | · | -2.4 | · | -0.3 | 0.7 | 9.6 | 15.6 | 6.3 | 17.5 | ·
CC(C)CCn1cnc2c(sc3nc4c(cc32)CSC(C)(C)C4)c1=O | 7.9 | 0.1 | -51.4 | -0.7 | · | 22.9 | -56.3 | -37.0 | -32.4 | 2.8
COC(=O)c1[nH]c2ccc(C)cc2c1NC(=O)CCN1CCN(Cc2ccc3c(c2)OCO3)CC1 | 0.6 | -2.1 | -19.7 | 0.0 | -8.4 | -2.6 | 10.2 | -8.0 | 4.5 | 2.3
CC1(C)CC(=O)C=C(NCCc2c[nH]c3ccccc23)C1 | -1.7 | -10.5 | 9.1 | -0.7 | 1.1 | -6.3 | -7.7 | -1.4 | -4.8 | -2.5
COc1ccc(/C=C(\C#N)C(=O)N=CN(C)C)cc1 | 3.9 | 0.1 | -34.0 | 0.0 | · | 0.0 | -12.2 | 5.5 | 20.9 | 6.2
Cc1cc2cc(CNC(=O)C(C)Oc3ccccc3)ccc2n1C (stereo unspecified) | 3.1 | -1.6 | 5.6 | 0.0 | 1.9 | 19.7 | 14.3 | -1.1 | 5.5 | 6.2
CCCCS(=O)CC(COc1ccc(Cl)cc1)OC(=O)c1ccccc1 (stereo unspecified) | 1.6 | 1.4 | -19.2 | 0.8 | -0.2 | 25.0 | 5.9 | 20.1 | 22.9 | -0.2

Sorted by value in AI-2 QS modul (largest number first): some entries from above
canonical_smiles | HSP90 refold inh | GSK3beta inhib | KLF5 inhibitor | GSK3A inh | AI-2 QS modul | aSyn 5UTR inh | HSF1 inh | HSF-1 act
COC(=O)c1cc(Br)c(=O)n(CCN2CCCC2)c1 | 4.6 | 0.1 | -14.8 | 1.6 | 25.4 | 5.1 | -11.9 | -24.4
Cc1cc2cc(CNC(=O)C(C)Oc3ccccc3)ccc2n1C (stereo unspecified) | 3.1 | -1.6 | 5.6 | 1.9 | 19.7 | 14.3 | -1.1 | 5.5
COc1ccc(/C=C(\C#N)C(=O)N=CN(C)C)cc1 | 3.9 | 0.1 | -34.0 | · | 0.0 | -12.2 | 5.5 | 20.9

Following part.
Molecule | HSP90 refold inh | GSK3beta inhib | KLF5 inhibitor | HIF activator | GSK3A inh | AI-2 QS modul | aSyn 5UTR inh | HSF1 inh | HSF-1 act | IEC-6 cytotox
CCOC(=O)/C(=N\Nc1ccccc1)P(=O)(c1ccccc1)c1ccccc1 | 1.3 | 1.1 | -3.0 | 0.6 | -2.9 | 12.1 | -0.4 | 14.1 | 13.9 | -1.2
COC1(OC)N=C(NC(=O)Nc2ccccc2)C2(C#N)C(c3ccccc3)C12C#N (stereo unspecified) | -0.8 | -1.9 | -9.0 | 0.4 | -1.4 | 23.3 | -13.8 | -2.3 | 8.5 | 2.9
CCn1c(SCC(=O)N/N=C/c2ccccc2OCC(=O)O)nnc1-c1ccc(C)cc1 | -0.7 | 2.9 | -22.7 | -0.4 | -2.1 | 6.8 | -4.7 | -9.3 | 3.0 | -1.6
O=C(Nc1cccc(Br)c1)C1CCCC1 | · | 1.6 | · | -0.3 | -1.5 | 5.7 | 11.0 | -0.4 | 3.1 | ·
COc1cc(OC)c2ccc(=O)oc2c1C(CCN1CCCC(C)C1)c1ccc(N(C)C)cc1 (stereo unspecified) | · | -0.5 | · | -0.6 | 1.3 | 22.8 | 28.0 | 5.2 | 3.8 | ·
CC(C)(C)OC(=O)C(C(=O)OC(C)(C)C)c1ccc(Cl)nn1 | -2.3 | 1.3 | -19.1 | -0.1 | -2.2 | 4.1 | 7.9 | -4.1 | 1.4 | 0.7
CC(C)[C@H](NC(=O)Nc1cccc(C(F)(F)F)c1)C(=O)O | -0.5 | 1.4 | -11.6 | 0.1 | -2.8 | 10.3 | 19.9 | -8.1 | 8.9 | -11.0
CC1(C)OC(=O)N(c2cccnc2)C1(C)O (stereo unspecified) | 3.4 | -0.5 | 16.6 | 0.0 | -1.4 | 25.1 | -17.2 | -8.5 | -6.4 | 3.8

Bioassay records: PubChem, several laboratories
